BAP1 block – inhibitors of BAP1 deubiquitinase, primary screen, biochemical, Ub-AMC fluorescence, kinetic; 72,000 tested, 0.48% active; activity remaining (% of control), % at 20 µM; recombinant BAP1, Ub-AMC hydrolysis fluorescence kinetic; stronger effect = lower value; Ubiquitin carboxyl-terminal hydrolase BAP1 (Homo sapiens), Q92560;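 active means activity remaining at or below 50% of control, provided the compound also passes the data quality filters; inactive means the rest, including low values that fail the filters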;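 further: 100% = DMSO wells rate and 0% = substrate alone blank rate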
Target sequence (Q92560 whole entry, looked up): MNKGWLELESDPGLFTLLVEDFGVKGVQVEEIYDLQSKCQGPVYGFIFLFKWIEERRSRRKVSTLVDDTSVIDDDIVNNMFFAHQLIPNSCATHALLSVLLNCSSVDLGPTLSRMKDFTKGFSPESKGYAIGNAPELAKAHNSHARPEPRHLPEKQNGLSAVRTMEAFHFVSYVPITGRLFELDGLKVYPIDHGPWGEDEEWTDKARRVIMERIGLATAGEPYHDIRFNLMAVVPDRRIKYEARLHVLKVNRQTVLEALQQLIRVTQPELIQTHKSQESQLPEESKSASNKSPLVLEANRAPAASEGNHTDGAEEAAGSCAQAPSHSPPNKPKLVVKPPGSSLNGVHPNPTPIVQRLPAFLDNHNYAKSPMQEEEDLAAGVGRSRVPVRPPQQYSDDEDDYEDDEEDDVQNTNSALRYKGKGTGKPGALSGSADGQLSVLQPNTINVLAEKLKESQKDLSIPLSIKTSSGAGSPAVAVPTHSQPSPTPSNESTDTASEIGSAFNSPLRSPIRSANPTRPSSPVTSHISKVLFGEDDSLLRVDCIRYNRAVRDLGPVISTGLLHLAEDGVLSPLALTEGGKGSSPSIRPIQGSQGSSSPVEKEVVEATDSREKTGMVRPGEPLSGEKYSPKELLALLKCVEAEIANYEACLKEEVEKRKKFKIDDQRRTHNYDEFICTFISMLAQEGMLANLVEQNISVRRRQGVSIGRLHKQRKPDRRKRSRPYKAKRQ
HePTP inhibitor – inhibitors of human HePTP phosphatase, primary screen, biochemical, absorbance, leukemia target. Tyrosine-protein phosphatase non-receptor type 7 (Homo sapiens), P35236. recombinant HePTP phosphatase activity, OD absorbance. inhibition, % at 20 µM. 110,000 tested, 0.64% active. AID 521, 2006; in the data active means inhibition above about 50%;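 further: plate controls were vehicle for no effect and reference inhibitor for full effect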
Target sequence (P35236 whole entry, looked up): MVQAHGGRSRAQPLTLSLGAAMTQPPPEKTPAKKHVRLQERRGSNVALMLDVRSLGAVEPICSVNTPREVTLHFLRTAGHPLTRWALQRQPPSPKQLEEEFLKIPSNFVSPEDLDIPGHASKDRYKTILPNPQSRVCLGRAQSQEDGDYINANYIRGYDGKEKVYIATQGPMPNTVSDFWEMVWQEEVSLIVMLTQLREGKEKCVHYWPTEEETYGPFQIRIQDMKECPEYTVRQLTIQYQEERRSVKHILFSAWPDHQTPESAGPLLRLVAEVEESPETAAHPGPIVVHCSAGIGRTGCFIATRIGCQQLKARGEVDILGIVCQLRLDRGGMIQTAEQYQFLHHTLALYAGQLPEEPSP
* marks the source's active call; other numbers are inactive results; & = joins results of further samples.

`COc1ccc(-c2cc(C(F)(F)F)nc(SCC(=O)N3CC(C)OC(C)C3)n2)cc1OC` (configuration not stated) gave BAP1 block 706 and HePTP inhibitor 3.
For CC(C)c1cc(N=NC(=N)N)cc(C(C)C)c1O the results were HePTP inhibitor 8.
For CCc1cc2c(SCC(=O)c3cccs3)ncnc2s1 the results were BAP1 block 74 and HePTP inhibitor 8.
Screening CCOC(=O)C1CCN(C(=O)Nc2ccc(OC)c(OC)c2)CC1 returned BAP1 block 75 and HePTP inhibitor 7.
`Cc1ccc(C(c2nnnn2C(C)(C)C)N2CCc3ccccc3C2)cc1` (configuration not stated) gave BAP1 block 99 and HePTP inhibitor 4.
`O=C(COc1cccc(Br)c1)Nc1ccc(SC(F)F)cc1` gave BAP1 block 173.
For CCOC(=O)c1cc(=O)n2[nH]c(-c3ccc(-c4ccccc4)cc3)cc2n1 the results were HePTP inhibitor -8.
Cc1cc2c(=O)n(CC(=O)NCC(=O)N3CCN(Cc4ccccc4)CC3)cnc2s1 was read as BAP1 block 92 and HePTP inhibitor 10.
`CCn1c(C(=O)OC)cc2c1ccn2-c1ccc(F)cc1` gave BAP1 block 88 and HePTP inhibitor 0.
Screening Cc1cc(C(=O)N(Cc2ccccc2)Cc2ccccc2)ccc1[N+](=O)[O-] returned HePTP inhibitor -8.
`O=C1C=CC(=NS(=O)(=O)c2ccc3ccccc3c2)C=C1` gave HePTP inhibitor -10.
Cc1ccsc1C(=O)Nc1ccc(C(=O)O)cc1 was read as BAP1 block 120 and HePTP inhibitor 10.
For CCc1ccc(NC(=O)CN(c2ccc3c(c2)OCO3)S(=O)(=O)c2c(C)noc2C)cc1 the results were BAP1 block 62 and HePTP inhibitor 1.
For O=C(COc1ccccc1[N+](=O)[O-])Nc1ccc2oc(-c3ccccc3F)nc2c1 the results were HePTP inhibitor -10.
For Nc1cc(C(F)(F)F)ccc1C(=O)O the results were BAP1 block 67 and HePTP inhibitor 2.
`Cc1ccc2c(c1)NC(=O)C(CC(=O)NCCN(C)C)O2` (configuration not stated) gave BAP1 block 99 and HePTP inhibitor 5.
Screening CC(C)(C)c1ccc(S(=O)(=O)N2CCCCC2C(=O)NCc2ccccn2)cc1 (configuration not stated) returned BAP1 block 98 and HePTP inhibitor 8.
For O=[N+]([O-])c1cc(Cl)c(-c2ccco2)c(Cl)c1 the results were HePTP inhibitor -16.
For Cn1c(SCC(=O)c2ccc3c(c2)OCO3)nnc1-c1ccccn1 the results were BAP1 block 100 and HePTP inhibitor 10.
CC(C)n1nnnc1SCC(=O)Nc1ccccc1N1CCOCC1 was read as BAP1 block 110 and HePTP inhibitor 3.
For CCOc1ccccc1NC(=O)CSc1nnc(C)s1 the results were HePTP inhibitor -14.
`O=C(c1ccccc1F)N1CCN(c2ccc([N+](=O)[O-])c3cccnc23)CC1` gave HePTP inhibitor 6.
For COc1cc(Nc2cc(C)nc3nc(C)nn23)cc(OC)c1OC the results were BAP1 block 92 and HePTP inhibitor 6.
`CCCc1nc2ccccc2c2nc(N)nn12` gave HePTP inhibitor 9.
Screening C=CCn1c(Cc2ccc(OCC)cc2)nnc1SCC(N)=O returned BAP1 block 78 and HePTP inhibitor -9.
For Cc1ccc(S(=O)(=O)N2CCN(C(=O)c3c(C)nn(-c4ccccc4)c3Cl)CC2)cc1 the results were BAP1 block 98 and HePTP inhibitor 8.
For O=C1CC(c2ccc3c(c2)OCO3)CC2=C1C(c1ccc(-c3ccccc3)cc1)Nc1ccccc1N2 (configuration not stated) the results were HePTP inhibitor 8.
For CCCC(=O)Nc1ccc2c(c1)nc1n2CCSC1 the results were BAP1 block 97 and HePTP inhibitor 4.
`O=C(Cc1ccc(Br)cc1)NC(c1ccccc1)c1ccccc1` gave HePTP inhibitor 4.
Screening COc1ccc(C2CC(c3ccc(Cl)cc3Cl)n3nc(N)nc3N2)cc1 (configuration not stated) returned BAP1 block 85 and HePTP inhibitor 8.
Cc1cc(-c2csc(N)n2)c(C)n1CCc1ccccc1 was read as BAP1 block 107 and HePTP inhibitor 2.
For Cc1cc(C)nc(-n2nc(C)cc2NC(=O)c2ccc(Br)o2)n1 the results were BAP1 block 123 and HePTP inhibitor 10.
`Cc1ccc(C)c(NS(=O)(=O)c2ccc(OCC(=O)N3CCOCC3)cc2)c1` gave BAP1 block 106 and HePTP inhibitor 3.
COc1ccc(-c2nn(-c3ccccc3)cc2/C=C/C(=O)O)cc1 was read as HePTP inhibitor 1.
For COc1ccccc1NC(=O)c1ccccc1F the results were BAP1 block 65.
CCN(CC)CCN1C(=O)C(O)=C(C(=O)/C=C/c2ccccc2)C1c1ccccc1 (configuration not stated) was read as HePTP inhibitor 2.
Screening COc1cccc(Cn2nnc(C(=O)NCc3ccc(F)cc3)c2N)c1 returned BAP1 block 92 and HePTP inhibitor -8.
Screening CCOC(=O)c1cc2cc(OC)ccc2[nH]1 returned BAP1 block 123 and HePTP inhibitor 8.
For Cc1nn(C(=O)c2ccco2)c(-c2ccccc2)c1Sc1ccccc1 the results were BAP1 block 149.
For COc1ccc(C2N(c3cccc(Cl)c3)C(=O)C3CCCN32)cc1 (configuration not stated) the results were BAP1 block 98 and HePTP inhibitor 6.
Screening O=[N+]([O-])c1ccc(NS(=O)(=O)c2cccc3cccnc23)cc1 returned HePTP inhibitor 6.
Screening Cc1cc(C(=O)Nc2sc3c(c2C#N)CCCCC3)cs1 returned BAP1 block 211 and HePTP inhibitor 13.
For O=C(N/C(=C/c1ccc([N+](=O)[O-])cc1)c1nc2ccccc2[nH]1)c1ccccc1 the results were HePTP inhibitor 3.
Screening c1ccc2cc(CN3CCN(Cc4ccncc4)CC3)ccc2c1 returned HePTP inhibitor 15.
COc1ccc(Cl)cc1C(=O)N1CCN(c2ccc([N+](=O)[O-])cc2)CC1 was read as HePTP inhibitor 3.
For CCOC(=O)C(CCSC)NC(=O)CN (configuration not stated) the results were BAP1 block 96 and HePTP inhibitor -1.
Screening CC1CCN(C(=O)C2CCCN(S(C)(=O)=O)C2)CC1 (configuration not stated) returned BAP1 block 98 and HePTP inhibitor 1.
CCOc1ccc(S(=O)(=O)N(CC(=O)N(CC)CC)c2ccc(C)cc2)cc1 was read as HePTP inhibitor -13.
O=C(CCC(=O)c1ccccc1)OCC(=O)c1ccc2c(c1)OCCO2 was read as HePTP inhibitor -6.
Cc1noc(C)c1COC(=O)c1ccc2c(c1)S(=O)(=O)c1ccccc1C2=O was read as BAP1 block 73 and HePTP inhibitor 6.
`CCN(CC)c1ccc(C2Nc3ccccc3NC3=C2C(=O)CC(c2ccccc2)C3)cc1` (configuration not stated) gave HePTP inhibitor -8.
O=C(c1ccccc1)N1CC(COc2ccccc2)OC(c2ccco2)O1 (configuration not stated) was read as BAP1 block 102 and HePTP inhibitor 3.
`COc1ccc(C(=O)Nc2cccc3ccccc23)cc1Br` gave HePTP inhibitor -3.
For O=c1[nH]cnc2ccc([N+](=O)[O-])cc12 the results were BAP1 block 84.
For COc1ccc(CCNC(=O)COc2ccc(C)cc2)cc1 the results were HePTP inhibitor 4.
For COc1ccc(CCNc2cc(N3CCCC3)ccc2[N+](=O)[O-])cc1OC the results were HePTP inhibitor -3.
Screening CCOC(=O)c1c(C)n(C)c2cc(Br)c(C(=O)Oc3ccccc3)cc12 returned HePTP inhibitor 6.
Screening COc1ccc(CCN=CC2=C(O)CCCC2=O)cc1OC returned BAP1 block 89 and HePTP inhibitor -7.
COc1ccc2nc(NC(=O)C3CCCN(S(=O)(=O)c4cccc5nsnc45)C3)sc2c1 (configuration not stated) was read as BAP1 block 72 and HePTP inhibitor -10.
`O=C(COC(=O)c1cccs1)NC1CCCCC1` gave BAP1 block 99 and HePTP inhibitor -3.
CCn1ncc(C2=NOC(C(=O)Nc3cccnc3)C2)c1C (configuration not stated) was read as BAP1 block 102 and HePTP inhibitor -4.
Screening COC(=O)CN(c1ccc(Br)cc1)S(C)(=O)=O returned HePTP inhibitor -12.
Screening CCOc1cc(C2C(C(=O)OC)=C(C)NC3=C2C(=O)CC(c2ccccc2)C3)cc(Br)c1O (configuration not stated) returned BAP1 block 54.
For O=C(c1ccccc1)C1C(=O)c2ccccc2C1=O the results were BAP1 block 93 and HePTP inhibitor -1.
COc1cc(C2C(C(=O)c3ccc(C)o3)=C(O)C(=O)N2CCc2ccccc2)ccc1O (configuration not stated) was read as BAP1 block 80 and HePTP inhibitor 1.
`O=[N+]([O-])c1ccc(/C=N/Nc2ccc(C(F)(F)F)cn2)cc1` gave HePTP inhibitor 3.
`CCN(C(=O)CN1CCN(c2ccccc2OC)CC1)c1c(N)n(Cc2ccccc2)c(=O)[nH]c1=O` gave BAP1 block 82 and HePTP inhibitor 2.
Screening COc1cccc(C(=O)Oc2ccc3c(C)cc(=O)oc3c2C(C)=O)c1 returned HePTP inhibitor 8.
Cc1ccc(CN2CCN(N=Cc3ccccc3OCC(=O)O)CC2)c(C)c1 was read as HePTP inhibitor 9.
Screening COc1cccc(N2CCN(C(=O)c3[nH]c(C)c(C(C)=O)c3C)CC2)c1 returned BAP1 block 88 and HePTP inhibitor -3.
Screening COC(=O)c1cc(NC(=O)c2ccc(-c3cc(Cl)ccc3Cl)o2)cc(C(=O)OC)c1 returned HePTP inhibitor -24.
Screening COc1ccc2ccccc2c1/C=C1/C(=O)NC(=O)N(c2cccc(Br)c2)C1=O returned HePTP inhibitor 6.
`CN1CCc2ccccc2Cc2[nH]c3ccccc3c2CC1` gave BAP1 block 94.
For CC(=O)C1=C(C)NC(C)=C(C(C)=O)C1c1ccc(-c2ccccc2[N+](=O)[O-])o1 the results were HePTP inhibitor -11.
COc1cccc(C(=O)Oc2cccc(OC(=O)c3cccc(OC)c3)c2)c1 was read as BAP1 block 76.
CCN(CCNC(=O)C1CCN(Cc2nc(-c3cccc(Cl)c3)oc2C)CC1)c1ccccc1 was read as BAP1 block 117 and HePTP inhibitor 8.
For Cn1c(=O)c2c(nc(N3CCN(Cc4ccccc4)CC3)n2CC(=O)c2ccccc2)n(C)c1=O the results were BAP1 block 113 and HePTP inhibitor 4.
Screening C/C(=N\NC(=O)C1(C)CC1(Br)Br)c1ccc(Br)s1 (configuration not stated) returned HePTP inhibitor 11.
Screening COC(=O)c1sccc1NC(=O)/C=C/c1ccc([N+](=O)[O-])cc1 returned HePTP inhibitor 13.
COc1ccc(-c2noc(-c3ccccc3C(=O)NCc3ccco3)n2)cc1OC was read as BAP1 block 91 and HePTP inhibitor 7.

No new results follow: entries from further up.
Cc1ccc(CN2CCN(N=Cc3ccccc3OCC(=O)O)CC2)c(C)c1 was read as HePTP inhibitor 9.
Screening COc1cccc(N2CCN(C(=O)c3[nH]c(C)c(C(C)=O)c3C)CC2)c1 returned BAP1 block 88 and HePTP inhibitor -3.
Screening COC(=O)c1cc(NC(=O)c2ccc(-c3cc(Cl)ccc3Cl)o2)cc(C(=O)OC)c1 returned HePTP inhibitor -24.
Screening COc1ccc2ccccc2c1/C=C1/C(=O)NC(=O)N(c2cccc(Br)c2)C1=O returned HePTP inhibitor 6.
`CN1CCc2ccccc2Cc2[nH]c3ccccc3c2CC1` gave BAP1 block 94.
For CC(=O)C1=C(C)NC(C)=C(C(C)=O)C1c1ccc(-c2ccccc2[N+](=O)[O-])o1 the results were HePTP inhibitor -11.
COc1cccc(C(=O)Oc2cccc(OC(=O)c3cccc(OC)c3)c2)c1 was read as BAP1 block 76.
CCN(CCNC(=O)C1CCN(Cc2nc(-c3cccc(Cl)c3)oc2C)CC1)c1ccccc1 was read as BAP1 block 117 and HePTP inhibitor 8.
For Cn1c(=O)c2c(nc(N3CCN(Cc4ccccc4)CC3)n2CC(=O)c2ccccc2)n(C)c1=O the results were BAP1 block 113 and HePTP inhibitor 4.
Screening C/C(=N\NC(=O)C1(C)CC1(Br)Br)c1ccc(Br)s1 (configuration not stated) returned HePTP inhibitor 11.
Screening COC(=O)c1sccc1NC(=O)/C=C/c1ccc([N+](=O)[O-])cc1 returned HePTP inhibitor 13.
COc1ccc(-c2noc(-c3ccccc3C(=O)NCc3ccco3)n2)cc1OC was read as BAP1 block 91 and HePTP inhibitor 7.

(more compounds)
Screening Cc1cccc(N(CC(=O)Nc2ccccc2F)S(=O)(=O)c2ccccc2)c1 returned HePTP inhibitor 3.
Screening COCCN1C(=O)c2oc3c(C)cc(C)cc3c(=O)c2C1c1cccc(O)c1 (configuration not stated) returned BAP1 block 94 and HePTP inhibitor 3.
For CC(=O)N1CC2(C(C)C)CN(C(C)=O)CC(C(C)C)(C1)C2=O the results were HePTP inhibitor -12.
`CC1CCN(C(=O)CSc2nnc(Cc3cccn3C)n2-c2ccc(F)cc2)CC1` gave BAP1 block 97 and HePTP inhibitor 6.
O=C(c1ccccc1O)N1N=C(c2ccc(Br)cc2)CC1(O)C(F)(F)F (configuration not stated) was read as HePTP inhibitor 0.
For Clc1ccc(-c2nc(NCCN3CCOCC3)c3ccccc3n2)cc1 the results were BAP1 block 81 and HePTP inhibitor 8&7.
For Cc1cc(C)n2nc3nc4c(cc3c2n1)CCCC4 the results were HePTP inhibitor 4.
`Cc1ccc(NC(=O)CN(C)S(=O)(=O)c2cccc3nsnc23)cc1Cl` gave BAP1 block 82 and HePTP inhibitor 7.
Screening CS(=O)(=O)N1CCN(c2ccc([N+](=O)[O-])c(NCc3ccccc3)c2)CC1 returned HePTP inhibitor 2.
Screening c1ccc(-c2cc(N3CCCCC3)ncn2)cc1 returned BAP1 block 85 and HePTP inhibitor 6.
CN1C(=O)C(=Cc2cc([N+](=O)[O-])ccc2O)C(=O)N(C)C1=O was read as HePTP inhibitor -8.
Screening COc1ccccc1NCN1C(=O)S/C(=C/c2ccccc2F)C1=O returned HePTP inhibitor -10.
Screening CCOc1ccc(S(=O)(=O)Nc2c(C)cc(C)cc2C)cc1 returned HePTP inhibitor 4.
`CN1CCN(c2cc3c(c4c2[nH]c2ccccc24)C(=O)CC(C)(C)C3)CC1` gave BAP1 block 114 and HePTP inhibitor 11.
Screening O=c1oc(-c2ccc(Br)cc2)nc2ccccc12 returned HePTP inhibitor -2.

Screens: PubChem, several laboratories
